Phagocyt inh: blocks phagocytosis by macrophages; inhibition, % at 5 µM; J774A.1 macrophage IgG-bead phagocytosis, imaging; 110,000 compounds, 0.07% hits;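 active = inhibition above the mean of the plate negative controls plus 5 SD, cut at about 13% in these data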;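 note: phagocytic index as fraction of beads internalized from green versus red external bead signal; plate controls were DMSO negative control for no effect and cytochalasin-D positive control for full effect; some results beyond the cut were filed as inactive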
NPY Y2 blocker: antagonists of human neuropeptide Y receptor Y2. P49146. NPY-Y2 expressing cells, antagonist mode. inhibition, % at 2.7 µM. 140,000 compounds, 0.99% hits. AID 793; in the data active = inhibition above about 17%;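 note: 0% = vehicle with agonist challenge and 100% = reference antagonist with challenge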
Target sequence (P49146 whole entry, looked up): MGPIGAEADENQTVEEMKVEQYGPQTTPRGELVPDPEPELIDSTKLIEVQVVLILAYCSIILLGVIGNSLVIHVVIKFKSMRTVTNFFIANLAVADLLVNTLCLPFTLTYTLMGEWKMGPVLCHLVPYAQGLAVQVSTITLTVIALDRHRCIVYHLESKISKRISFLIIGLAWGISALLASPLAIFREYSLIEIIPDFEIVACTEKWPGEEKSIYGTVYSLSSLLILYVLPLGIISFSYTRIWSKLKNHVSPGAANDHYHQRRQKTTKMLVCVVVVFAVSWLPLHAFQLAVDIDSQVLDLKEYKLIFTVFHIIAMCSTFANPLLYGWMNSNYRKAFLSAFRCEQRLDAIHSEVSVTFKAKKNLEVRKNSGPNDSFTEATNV
GALR2 antag: GALR2 (human) receptor antagonism | 140,000 compounds, 0.39% hits | O43603 | inhibition, % at 4 µM | GALR2-expressing cells, antagonist mode; in the data active = inhibition above about 27%;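 note: cells stimulated with galanin 1-16 at roughly its EC80; 0% = agonist challenge control and 100% = basal control without agonist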
Target sequence (O43603 whole entry, looked up): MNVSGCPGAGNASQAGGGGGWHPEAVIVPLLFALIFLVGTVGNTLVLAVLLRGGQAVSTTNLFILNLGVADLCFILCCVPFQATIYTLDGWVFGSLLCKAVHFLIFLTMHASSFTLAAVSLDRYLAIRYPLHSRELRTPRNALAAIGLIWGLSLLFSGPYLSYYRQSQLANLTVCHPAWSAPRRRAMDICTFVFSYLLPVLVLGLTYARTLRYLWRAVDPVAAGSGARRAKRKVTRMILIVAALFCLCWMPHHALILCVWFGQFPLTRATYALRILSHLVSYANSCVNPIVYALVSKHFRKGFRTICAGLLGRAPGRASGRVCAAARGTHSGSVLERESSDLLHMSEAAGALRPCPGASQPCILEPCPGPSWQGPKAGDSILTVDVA
E-sel TNF inh: TNF alpha driven E-selectin expression inhibition; HUVEC TNFa-induced E-selectin immunofluorescence, high content; 120,000 compounds, 0.71% hits; inhibition, % at 2 µM;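 active = inhibition above the batch mean plus 3 SD, and confirmed as a hit on visual image review, cut at about 43% in these data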;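 note: 0% = TNF-stimulated DMSO wells and 100% = unstimulated control wells; not every result past the cut was called active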
Active calls of the source: *; · = no result given.

E-sel TNF inh,GALR2 antag,NPY Y2 blocker,Phagocyt inh,structure
-17,·,·,·,Cc1ccsc1/C=N/NC(=O)CNC(=O)c1ccc(S(=O)(=O)N(C)C)cc1
26,·,·,·,COc1ccc(N2CCN(CC(=O)Nc3ccccc3SC)CC2)cc1
-40,·,·,·,Cc1ccc2nc(SCC(=O)Nc3ccc(C(N)=O)cc3)[nH]c2c1
-1,·,·,·,COC(=O)c1ccccc1NC(=O)CN1CCN(c2ccccn2)CC1
-63,·,·,·,O=C(Nc1ccnc(-c2cccnc2)n1)c1cccs1
-14,·,·,·,COc1ccccc1CNC(=O)COC(=O)Cn1cnc2ccccc21
11,·,·,·,CN(Cc1nc(Cc2cccc(F)c2)no1)CC1COCCO1 (configuration not stated)
0,·,·,·,Cn1cccc1-c1nc2ccccc2n1C
-11,·,·,·,Cc1cccc(C)c1NC(=O)CN(C)CC(=O)Nc1ccc(F)c(Cl)c1
-3,·,·,·,O=C(Nc1ccc(N2CCOCC2)nc1)c1ccc(C(F)(F)F)cc1
-13,·,·,·,N#CCC(=O)c1sccc1-n1cccc1
-19,·,·,·,O=C(c1ccccc1[N+](=O)[O-])n1cnc2ccccc21
5,·,·,·,O=C1CC(c2cccc([N+](=O)[O-])c2)c2cc3c(cc2N1)CCC3 (configuration not stated)
-12,·,·,·,O=C(c1ccccc1F)N1CCN=C1c1ccccc1
3,·,·,·,COc1ccc(S(=O)(=O)Nc2c(C)c(C)cc3c2ncn3C)cc1
77*,·,·,·,CCc1cc[n+](CC(=O)Nc2ccc(Cl)cc2Cl)cc1
2,·,·,·,O=S(=O)(Nc1nccs1)c1ccc(F)cc1
8,·,·,·,COCCCNC(=O)c1cc(C(=O)Cc2ccccc2)c[nH]1
-47,·,·,·,CC(=O)Nc1cccc(OCc2cnc(Cl)s2)c1
-6,·,·,·,CC(=O)c1sc(N/N=C/c2ccc(C(C)C)cc2)nc1C
3,·,·,·,C=CCOc1cccc(CNn2nnnc2N)c1
100*,·,·,·,Nc1ccc(Br)cc1-c1nc2ccccc2[nH]c1=O
-68,·,·,·,COC(=O)c1ccccc1NC(=O)NCc1ccccc1
-14,·,·,·,CC(C)(C)NC(=O)C(c1ccncc1)N(Cc1ccc(F)cc1)C(=O)c1ccc(-c2ccccc2)[nH]1 (configuration not stated)
-34,·,·,·,CSCCC(N=C(NS(=O)(=O)c1ccc(Br)cc1)c1ccccc1)C(=O)O (configuration not stated)
-26,·,·,·,Cc1nc2ccc(NC(=S)NCCCO)cc2nc1C
-3,·,·,·,O=C(NC(=S)NCc1ccccc1)c1ccccc1[N+](=O)[O-]
32,·,·,·,CCN(C(=O)CSc1ncnc2sc(C)c(C)c12)C1CCS(=O)(=O)C1 (configuration not stated)
9,·,·,·,O=C(C(=O)N1CCN(c2cccc(Cl)c2)CC1)c1c[nH]c2ccccc12
-1,·,·,·,COCCNC(=O)c1cn(C)c2ccccc2c1=O

Other entries follow:
E-sel TNF inh,GALR2 antag,NPY Y2 blocker,Phagocyt inh,structure
-11,·,·,·,NNC(=O)c1nc[nH]c1C(=O)Nc1ccccc1[N+](=O)[O-]
17,·,·,·,COC(=O)c1sc(NC(=O)COc2ccccc2C)nc1C
·,-12,5,·,Cc1cc(=O)oc2cc(Oc3ccc([N+](=O)[O-])cc3C(F)(F)F)ccc12
·,6,9,·,COc1ccc(CCNC(=O)N2c3ccccc3Sc3ccccc32)cc1
·,-6,-3,·,COC(=O)c1cc(Br)ccc1NC(=O)Nc1ccc(C)cc1
·,-2,2,·,CCS(=O)(=O)N1CCC(C(=O)OCC(=O)c2ccc(Br)cc2)CC1
·,-15,3,·,CNC(=S)NCc1ccc(Cl)cc1
·,-2,1,·,CCN(CC)CCNc1ccc(Cl)cc1[N+](=O)[O-]
·,-1,2,·,C=C(C)CSC1=C(C#N)C(c2ccccc2)CC(=O)N1 (configuration not stated)
·,2,4,·,Cn1c(=O)c2c(SCc3ccccn3)nc(-c3ccccc3)nc2n(C)c1=O
·,12,5,·,CN(C)c1cc(NC(=O)CN2CCOCC2)c2ccccc2n1
·,-11,14,·,Cc1cc(C)cc(NC(=S)NCc2ccc3c(c2)OCO3)c1
·,-7,1,·,Cc1cc(C)cc(NC(=O)NC2CCN(CC(=O)Nc3c(C)cc(C)cc3C)CC2)c1
·,4,0,·,CCN(CC)S(=O)(=O)c1ccc(OC)c(NC(=O)c2cccc([N+](=O)[O-])c2C)c1
·,-10,2,·,COC(=O)c1cccc(Oc2nc(N3CCOCC3)nc(N3CCOCC3)n2)c1
·,5,2,·,CCc1ccc(CNC(=O)C(=O)NCCc2ccc(OC)c(OC)c2)cc1
·,-3,0,·,COC(=O)N/N=C(C)/C=C/c1ccccc1
·,7,1,·,NC(=O)C1CCN(CCCNC2CC(=O)N(Cc3ccc(N4CCCC4=O)cc3)C2=O)CC1 (configuration not stated)
·,3,5,·,O=C(Oc1ccc(Br)cc1C(=O)/C=C/c1ccccc1F)c1ccco1
·,-4,7,·,CC1CCCC(N2CCN(C(=O)c3ccc(F)cc3)CC2)C1 (configuration not stated)
·,-16,0,·,Cc1c(Cc2ccccc2)sc(NC(=O)Cc2ccccc2)c1C(N)=O
·,-6,-1,·,CN(CC1COc2ccccc2O1)C(=S)Nc1ccccc1 (configuration not stated)
·,2,3,·,CCc1cc(=O)oc2c(C)c(OS(C)(=O)=O)ccc12
·,-3,0,·,O=C(O)c1ccc2c(c1)[C@@H]1C=CC[C@@H]1[C@H](c1ccccn1)N2
·,-3,4,·,COc1ccc(OC)c(NC(=S)NCCC(c2ccccc2)c2ccccc2)c1
·,7,0,·,Cc1ccc(Sc2ccc(N)cc2C#N)cc1
·,0,9,·,COc1cccc(COc2ccc3c(C)c(Cc4ccccc4)c(=O)oc3c2)c1
·,2,3,·,CC(NC(=O)c1cc2c(=O)n(C)c3ccccc3c2n1C)c1ccc2c(c1)OCCO2 (configuration not stated)
·,2,1,·,CC(=O)c1cc(C#N)c(Oc2ccccc2)nc1C
·,-1,1,·,CC(C)CCNC(=O)Cn1c(NCCC(C)C)nc2c1c(=O)n(C)c(=O)n2C

Seven of these compounds, reformatted.
compound,E-sel TNF inh,GALR2 antag,NPY Y2 blocker,Phagocyt inh
C=C(C)CSC1=C(C#N)C(c2ccccc2)CC(=O)N1 (configuration not stated),·,-1,2,·
O=C(Oc1ccc(Br)cc1C(=O)/C=C/c1ccccc1F)c1ccco1,·,3,5,·
COc1cccc(COc2ccc3c(C)c(Cc4ccccc4)c(=O)oc3c2)c1,·,0,9,·
CC(NC(=O)c1cc2c(=O)n(C)c3ccccc3c2n1C)c1ccc2c(c1)OCCO2 (configuration not stated),·,2,3,·
CN(CC1COc2ccccc2O1)C(=S)Nc1ccccc1 (configuration not stated),·,-6,-1,·
CC(C)CCNC(=O)Cn1c(NCCC(C)C)nc2c1c(=O)n(C)c(=O)n2C,·,-1,1,·
Cc1cc(C)cc(NC(=S)NCc2ccc3c(c2)OCO3)c1,·,-11,14,·

Molecules from the list above that contain a cyano group, in the order listed:
E-sel TNF inh,GALR2 antag,NPY Y2 blocker,Phagocyt inh,structure
-13,·,·,·,N#CCC(=O)c1sccc1-n1cccc1
·,-1,2,·,C=C(C)CSC1=C(C#N)C(c2ccccc2)CC(=O)N1 (configuration not stated)
·,7,0,·,Cc1ccc(Sc2ccc(N)cc2C#N)cc1
·,2,1,·,CC(=O)c1cc(C#N)c(Oc2ccccc2)nc1C

Later entries:
E-sel TNF inh,GALR2 antag,NPY Y2 blocker,Phagocyt inh,structure
·,-8,-2,·,CC(=O)Nc1ccccc1C(=O)C(=O)Nc1cccc(F)c1
·,-10,-2,·,Cc1occc1C(=O)Nc1cccc(/C=C/C(=O)O)c1
·,24,0,0,CNC(=O)CSc1nnc(-c2ccco2)n1-c1ccccc1OC
·,7,0,0,Cc1ccc(C)c(S(=O)(=O)NC(CCC(N)=O)C(=O)O)c1 (configuration not stated)
·,9,8,-1,CCN(CC)CC(O)COc1ccccc1C(=O)CCc1ccccc1 (configuration not stated)
·,2,1,-1,COC(=O)c1nn2c(C(F)(F)F)cc(-c3ccc(Br)o3)nc2c1Br
·,4,1,1,CC(C)N(Cc1nnc(-c2ccccc2Cl)o1)C(=O)c1cccc(C#N)c1
·,0,-1,-1,CC1=C(C(=O)OC2CCCCCCC2)C(c2ccc(O)cc2)NC(=O)N1 (configuration not stated)
·,-1,4,0,O=C(COc1ccc(Br)cc1)N1CCCCCC1
·,-4,0,-1,O=C(Nc1ccccc1)N1CCC(C(=O)N2CCN(S(=O)(=O)c3cccc(F)c3)CC2)CC1
·,11,4,0,CCSC1=C(C#N)C(c2ccc(C)s2)CC(=O)N1 (configuration not stated)
·,8,1,1,O=C(O)CNC(=O)c1ccccc1F
·,2,4,-2,N#CCSc1nc2c(c(=O)n1Cc1ccco1)C1(CCCC1)Cc1ccccc1-2
·,5,2,-2,CSC1=C(C#N)C(c2cccs2)CC(=O)N1C (configuration not stated)
·,4,4,1,CCOC(=O)C1CCN(C(=O)c2cn(-c3ccccc3)nc2-c2cccnc2)CC1
·,6,2,-1,COc1ccc(-c2nnn(CC(=O)NC3CCCc4ccccc43)n2)cc1OC (configuration not stated)
·,-1,8,-1,O=C(c1ccccc1F)N1CCc2ccccc21
·,5,3,0,Cc1cc(SCCC(=O)O)nc2ccccc12
8,20,-1,·,NC(Cc1ccc2nsnc2c1)C(=O)O (configuration not stated)
11,2,2,·,COc1ccc(-c2c(C#N)c(N)nc3c2CCCC3)cc1OC
-1,-3,5,·,COc1cccc(-n2c(SCC(=O)N3CCOCC3)nc3c([nH]c4ccccc43)c2=O)c1
-15,-3,2,·,CCc1nnc2n1N=C(c1ccc(-c3ccc(Cl)cc3Cl)o1)CS2
-3,2,0,·,CCOC(=O)c1cnc(Nc2nc3ccccc3o2)nc1CN1CCN(c2ccccc2)CC1
2,12,2,·,COc1ccc(Br)cc1CNC(=O)C1CCC(=O)N1C(C)C (configuration not stated)
8,-4,-1,·,CCOc1ccc(-c2nn3c(-c4ccc(F)cc4)nnc3s2)cc1
-17,1,1,·,CCN(CC)CCCN1C(=O)C(O)=C(C(=O)c2cccs2)C1c1ccccn1 (configuration not stated)
-9,-17,2,·,CC(C)CC1N=C2c3ccccc3N=C(SCc3cc(=O)n4ccccc4n3)N2C1=O (configuration not stated)
11,-7,-2,·,O=c1c2ccccc2nc(/C=C/c2cccc([N+](=O)[O-])c2)n1CCCO
15,2,-1,·,CN1CCN(C(=O)c2ccc3c(c2)N(Cc2cccc(Cl)c2)C(=O)c2ccccc2S3=O)CC1 (configuration not stated)
1,2,5,·,CC(/C=C/c1ccc2c(c1)OCO2)=N/NC(=O)CNc1ccc(C)cc1

Remaining list, next part.
E-sel TNF inh,GALR2 antag,NPY Y2 blocker,Phagocyt inh,structure
-8,0,1,·,CCCc1cc(N2CCCC(C(=O)Nc3cc(Cl)ccc3OC)C2)n2ncnc2n1 (configuration not stated)
12,7,0,·,CCOC(=O)c1c(NC(=O)CSc2nnc(-c3ccc(OC)cc3)o2)sc2c1CCC2
-38,-14,-2,·,Cc1noc(C)c1CSc1nnc2c(C)cc3ccccc3n12
4,-6,0,·,COc1ccc(-n2c3c(cc(C(=O)Nc4ccc5c(c4)C(=O)NC5=O)c2=O)C(=O)CCC3)cc1
-1,0,12,·,Cc1ccc(-c2nc(C(=O)NC3CCCCCC3)no2)cc1
13,-8,3,·,CSc1nnc2n(CCc3ccccc3)c(=O)c3c4c(sc3n12)CCCC4
-13,-2,4,·,O=C(Cc1ccccc1)NCC1COc2ccccc2O1 (configuration not stated)
-48,-3,3,·,c1cncc(-c2nnc(SCCSc3nnc(-c4cccnc4)o3)o2)c1
-17,-13,0,·,CC(C)Cn1c(=O)c(C2=NS(=O)(=O)c3ccccc3N2)c(O)c2ccccc21
7,-6,5,·,CSC1=NCCN1C(=O)C(C)(C)Oc1ccc(Cl)cc1
-7,-17,4,·,CCC(=O)N=c1sc2cc(F)cc(F)c2n1C
-27,-6,1,·,Cc1nnc(SCCn2c(N3CCCCC3)nc3c2c(=O)n(C)c(=O)n3C)s1
-6,10,1,·,CN(CC1CCCO1)S(=O)(=O)c1ccc(C(=O)Nc2nc3cc4c(cc3s2)OCO4)cc1 (configuration not stated)
-28,-4,2,·,COc1cc(/C=C2/OC(=O)c3cc([N+](=O)[O-])ccc32)cc(OC)c1OC
-28,-13,9,·,COc1cc(C)ccc1OCCCOc1cc(C)ccc1Cl
-7,4,1,·,CC(=O)Nc1ccc(S(=O)(=O)NC(C(=O)O)C(C)C)cc1 (configuration not stated)
13,-1,1,·,Cc1nn(C(=O)CCCC(=O)n2nc(C)c(Cl)c2C)c(C)c1Cl
-2,5,5,·,Cc1cc(C)c2c(n1)nn1c(C3CC3)cc(C(F)(F)F)nc21
0,6,1,·,CN1CCN(C(=O)c2ccc3c(=O)n(CCc4ccccc4)c(=S)[nH]c3c2)CC1
10,2,-2,·,CCCn1c(=N)n(CCOCCOCCn2c(=N)n(CCC)c3ccccc32)c2ccccc21
60*,-1,0,·,COCCCNC(CC(=O)Nc1ccccc1C(=O)OC)C(=O)O (configuration not stated)
-7,-9,2,·,COc1cc(OC)cc(-c2nnc(SCC(=O)Nc3cc(C)on3)o2)c1
28,-3,-1,·,CCN(CC)C(=O)n1nc(C)c(CN2C(=O)c3ccccc3C2=O)c1C
-8,4,2,·,Cn1nc(-c2ccc(C(=O)N3CCN(c4ccccc4)CC3)cc2)c2ccccc2c1=O
-2,-1,5,·,Clc1ccc(Cc2nn3c(-c4ccncc4)nnc3s2)cc1
2,-4,3,·,Cc1occc1C(=O)Nc1ccccc1NC(=O)c1ccoc1C

Some of the compounds tested (hit frequency here may not be typical).
